# Screening results (PubChem)
# SR-BI uptake up – SR-BI HDL lipid transfer activation; CHO ldlA[mSR-BI] cells, DiI-HDL uptake fluorescence, 3 h; 100 = double the neutral-control signal; activation, % at 12.5 µM; 320,000 compounds, 0.096% hits;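 active means mean replicate activation of at least 60% and every replicate at or above 60%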;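 further: 0% = median plate neutral-control signal and 100% = twice that signal; values of inactives mirror those of a sister screen read the other way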
#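 Test system: SR-BI-overexpressing, LDLR-lacking CHO cells; Medium: Ham's F12 with 0.5% BSA, HEPES 25 mM, pH 7.4; Schedule: 3 h, 37 °C; Technique: bottom-read fluorescence, 550/595 nm.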
# Rtt109 HAT inh – blocks Candida albicans Rtt109/Vps75 acetyltransferase activity | Q5AAJ8 | purified Rtt109/Vps75, ThioGlo CoA-SH fluorescence, 4 h | inhibition, % at 34.9 µM | 330,000 compounds, 0.16% hits | AID 540336;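 active means inhibition of at least 50% in every replicate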
# Target sequence (Q5AAJ8 whole entry, looked up): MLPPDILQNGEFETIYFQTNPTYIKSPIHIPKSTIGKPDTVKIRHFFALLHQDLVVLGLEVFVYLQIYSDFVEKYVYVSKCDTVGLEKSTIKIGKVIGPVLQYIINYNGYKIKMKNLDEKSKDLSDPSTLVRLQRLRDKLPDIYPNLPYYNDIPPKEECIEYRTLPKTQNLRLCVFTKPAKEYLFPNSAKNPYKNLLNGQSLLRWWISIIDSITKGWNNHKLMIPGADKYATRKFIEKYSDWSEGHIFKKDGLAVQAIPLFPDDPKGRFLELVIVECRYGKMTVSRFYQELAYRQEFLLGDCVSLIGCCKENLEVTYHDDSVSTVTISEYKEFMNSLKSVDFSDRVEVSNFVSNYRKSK
# cardiac RTF act – increases calcium sensitivity of human cardiac regulated thin filaments; activation, % at 7.2 µM; AID 493008; 340,000 compounds, 0.24% hits; P19429+P45379; IANBD-labeled TnC RTF fluorescence at EC20 calcium; 0% EC20 calcium, 100% full calcium;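 active means activation above the mean over all tested compounds plus 3 SD, cut at about 30% in these data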;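 further: rise in fluorescence read as greater calcium sensitivity of cardiac thin filaments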
# Keap1-Nrf2 PPI – disrupts human Keap1 binding to Nrf2 peptide; Keap1 Kelch-Nrf2 peptide fluorescence polarization, 1536-well; inhibition, % at 9.4 µM; 340,000 compounds, 0.15% hits; AID 504523; in the data active means inhibition above about 12%;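 further: human Keap1 Kelch domain with fluorescein labeled Nrf2 9mer peptide probe; 0% = neutral control wells and 100% = peptide positive control; higher means more block of Keap1 binding to Nrf2 peptide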
# Target sequence (Q14145 whole entry, looked up, the tested form may be a part): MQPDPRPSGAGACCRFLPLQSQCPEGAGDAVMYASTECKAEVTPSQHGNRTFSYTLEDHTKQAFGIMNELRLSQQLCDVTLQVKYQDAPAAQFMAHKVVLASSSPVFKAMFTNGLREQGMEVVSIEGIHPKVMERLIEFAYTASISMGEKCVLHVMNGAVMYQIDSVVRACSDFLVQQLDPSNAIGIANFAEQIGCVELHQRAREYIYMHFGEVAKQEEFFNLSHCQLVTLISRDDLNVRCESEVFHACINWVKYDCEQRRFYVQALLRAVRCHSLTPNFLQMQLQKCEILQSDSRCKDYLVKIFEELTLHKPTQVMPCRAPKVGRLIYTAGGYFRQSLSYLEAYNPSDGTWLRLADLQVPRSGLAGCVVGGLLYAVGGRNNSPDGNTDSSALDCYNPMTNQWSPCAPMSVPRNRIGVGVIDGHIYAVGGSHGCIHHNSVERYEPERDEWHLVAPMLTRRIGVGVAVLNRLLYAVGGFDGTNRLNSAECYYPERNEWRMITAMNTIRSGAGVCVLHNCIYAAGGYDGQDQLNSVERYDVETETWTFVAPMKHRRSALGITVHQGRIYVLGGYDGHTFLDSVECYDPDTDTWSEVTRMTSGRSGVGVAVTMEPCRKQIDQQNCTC
# Cardiac RTF inh – cardiac RTF calcium desensitization | 340,000 compounds, 0.12% hits | inhibition, % at 7.15 µM | AID 493244 | IANBD-labeled cardiac RTF, Ca2+ fluorescence | P19429+P45379;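 active means inhibition above the mean inhibition of all tested compounds plus 3 SD, cut at about 17% in these data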;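 further: assay run at fixed EC70 calcium of 1.6 mM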
# CAL PDZ FP-1 – inhibitors of human CAL PDZ peptide binding. inhibition, % at 24.9 µM. purified CAL PDZ, TMR-peptide fluorescence polarization, 1 h. AID 602252. 300,000 compounds, 0.92% hits;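 active means mean inhibition of at least 30% with at least half of replicates also reaching 30%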;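 further: 0% = DMSO neutral control and 100% = excess unlabeled competitor peptide PRC23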
# PKA-R2B act – activates the human PKA-R2B holoenzyme complex | PKA-R2B holoenzyme dissociation, Cy5-IP20 fluorescence polarization; R2B truncated from residue 108, S112A mutant; 0% DMSO only, 100% 113 µM cGMP | activation, % at 11.4 µM | 340,000 compounds, 0.079% hits | AID 504700;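 active means activation above a cutoff set at the mean over all compounds plus 3 SD, cut at about 18% in these data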;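 further: higher means more holoenzyme dissociation and a rise in polarization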
# C-LANA FP – inhibitors of KSHV LANA C-terminal domain DNA binding; 340,000 compounds, 0.078% hits; inhibition, % at 9 µM; MBP-C-LANA/FAM-LBS DNA binding, fluorescence polarization;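 active means highest replicate inhibition at or above 60% at 9 µM, even if other replicates fall short; inactive means all replicates below 60% inhibition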;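 further: 0% = neutral control wells and 100% = 4 µM acridine orange control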
# DAGLB inh – diacylglycerol lipase beta (human) inhibition; inhibition, % at 5.17 µM; HEK293T DAGLB membrane lysate, EnzChek fluorogenic substrate; Q8NCG7; 340,000 compounds, 0.059% hits; in the data active means inhibition above about 34%;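 further: 0% = enzyme with vehicle and 100% = wells lacking enzyme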
# CAL PDZ FP-2 – human CAL PDZ-peptide interaction inhibition; Q9HD26; purified CAL PDZ, TMR-peptide fluorescence polarization, 1 h; inhibition, % at 20 µM; 330,000 compounds, 0.02% hits; AID 504414;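 active means highest replicate inhibition of at least 40%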;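 further: plate controls were DMSO neutral control wells for no effect and unlabeled competitor peptide control wells for full effect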
#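 System: purified tagged CAL PDZ domain construct (CerCALP). Schedule: 1 h incubation at room temperature before polarization reading. Medium: 25 mM sodium phosphate pH 7.4, 150 mM NaCl, TCEP, IgG, Thesit. Read-out: percent inhibition from loss of millipolarization. Measured by: FP readout, S and P plane fluorescence. Probe or stimulus: fluorescent TMR peptide probe.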
# Starred values were filed as active, the others as inactive; nt = not tested or not shown; & = joins results of further samples.
SMILES,SR-BI uptake up,Rtt109 HAT inh,cardiac RTF act,Keap1-Nrf2 PPI,Cardiac RTF inh,CAL PDZ FP-1,PKA-R2B act,C-LANA FP,DAGLB inh,CAL PDZ FP-2
Cc1ccc(/C=C/C(=O)OCC(=O)Nc2ccc3[nH]c(=O)[nH]c3c2)o1,33,-1,-6,2,0,-5,-6,0.1,2,-0.8
COP(=O)(OC)c1nc(-c2ccc(C)cc2)oc1N1CCCCC1,-7,-6,3,-3,-5,0,-4,1.2,1,-0.3
Cc1nn(C(C)(C)C)c(OC(=O)c2ccc(Br)o2)c1Sc1ccccc1,26,-3,4,-3,0,-3,-2,-2.1,-8,-1.5
COc1ccc(-c2cc3nc(C)c(CCC(=O)NCc4ccco4)c(C)n3n2)c(OC)c1,-15,-12,1,-3,-6,-2,-7,-0.9,-3,-3.2
Cc1cc(C)n2nc(C(=O)OCC(=O)Nc3ccc(C)c(F)c3)nc2n1,18,7,0,-10,3,0,2,0.9,-1,0.3
CC(=O)c1ccc(N2CCN(C(=O)c3cc4c(s3)CCCC4)CC2)cc1,-17,5,9,1,-7,0,-15,3.1,-2,-1.6
O=C1OCc2cccc([N+](=O)[O-])c21,3,-1,-2,-4,-23,-4,-4,-1.8,1,-0.2
COc1ccc(CCN2C(=O)NC(NS(=O)(=O)c3ccccc3)(C(F)(F)F)C2=O)cc1OC (centres undefined),14,15,-2,0,-9,-1,-4,-0.4,-2,-2.1
c1ccc(CCC2=NCCn3cccc32)cc1,30&29,-3&-6,0&15,1&-6,-4&-10,4,3&-3,2.1&1.6,-1&-1,1.0&-2.4
COc1ccc(N=C(C)c2sc3ccccc3c2O)cc1,8,2,3,-3,0,9,-7,-0.1,-2,0.3
COC(=O)CNC(=O)c1ccccc1,18,-3,-1,-2,3,0,0,1.4,-3,0.5
NS(=O)(=O)c1ccc(CCNC(=O)CNC(=O)COc2ccccc2)cc1,31,4,-2,-5,-6,-3,-7,0.2,-5,nt
CCc1nnc(NC(=O)CSc2nc3cccnc3n2Cc2ccccc2)s1,-3,-11,10,0,4,-1,1,0.3,3,0.3
CCCCn1c(=O)c(C(=O)OCC)c(O)c2ccccc21,23,7,0,-1,-1,4,0,0.4,-3,0.8
O=C1CN(S(=O)(=O)c2cccc(Cl)c2Cl)CCN1,7,-5,-2,0,0,-4,3,-0.3,1,-0.1
COc1cccc(C(=O)Cn2c(=N)n(C)c3ccccc32)c1,9,3,-7,-3,-2,-7,-6,-0.1,0,-0.6
COc1cc(NC(=O)c2ccccc2)c(OC)cc1NC(C)=O,-14,7,6,2,-12,-3,-1,1.5,0,-0.1
COc1cccc(CN2CCc3ccc(NC(=O)CCc4ccc(C)cc4)cc3C2)c1O,-64,-4,-4,-8,3,-2,-7,1.5,-3,-2.4
Cc1ccccc1NS(=O)(=O)c1ccc(OCC(=O)N2CCCCC2)cc1,-18,-3,27,0,-11,-2,-5,0.1,3,-1.1
O=C(NCCCn1ccnc1)C(=O)NCC(c1cccnc1)N1CCN(c2ccc(F)cc2)CC1 (centres undefined),7,-3,1,-4,-4,nt,13,1.6,0,0.0
Cn1cc(C(=O)c2cccc(Cl)c2)cc1C#N,-16,5,3,4,-2,1,1,-2.2,-4,0.5
Cc1ccc(C2Nc3cccc4cccc(c34)N2)cc1,-17,9,-1,-3,-4,-7,2,-0.5,2,1.3
NC(=O)CNC(=O)c1cccc(Cl)c1,18,-9,-1,-1,0,-5,3,-1.0,3,-0.6
O=C1CCCN1CCCNS(=O)(=O)c1ccc(Br)cc1,24,5,10,-3,1,-4,3,0.0,2,nt
O=C(Nc1ccccc1C(=O)NCc1cccnc1)c1ccco1,-15,-6,-6,-5,2,-1,-8,0.0,-2,-0.8
# Following part
SMILES,SR-BI uptake up,Rtt109 HAT inh,cardiac RTF act,Keap1-Nrf2 PPI,Cardiac RTF inh,CAL PDZ FP-1,PKA-R2B act,C-LANA FP,DAGLB inh,CAL PDZ FP-2
Cc1cc(Cl)ccc1OCC(=O)NC(=S)Nc1ccccc1N1CCOCC1,-51,0,4,-6,-3,2,7,-2.0,-1,-1.7
Cc1ccc(N2C(=O)[C@@H]3[C@H](C2=O)C2c4ccccc4C=CN2[C@@H]3C(=O)c2ccco2)c(C)c1 (some centres undefined),-7,19,5,0,-11,-7,0,3.8,-1,0.5
FC(F)(F)c1cnc(Oc2ccccc2-c2nnco2)c(Cl)c1,8,-10,0,-1,0,-1,5,-2.6,1,0.4
C#CCn1c(O)c(N=NC(=O)CNC(=O)/C=C/c2ccccc2)c2ccccc21,-7,-3,2,-6,-9,-4,-4,0.9,4,-1.6
Cc1cccc(NC(=S)N(CCN(C)C)C(C)c2ccccn2)c1 (centres undefined),2,0,1,-3,-12,-5,-1,-0.8,-2,-4.4
Cc1cc(C(=O)COC(=O)Cc2n[nH]c(=O)c3ccccc23)c(C)n1-c1ccc2c(c1)OCCO2,-34,6,12,-2,-16,-1,-12,-0.7,-2,-2.2
O=C(NC1CCCCC1)N1CCN(Cc2ccco2)CC1,28,-5,0,-5,-22,-5,4,0.6,-2,-0.8
CC(C)CCNC(=O)C1CCCCN1S(=O)(=O)c1ccc(F)cc1 (centres undefined),33,-1,1,-1,-2,0,4,0.5,0,-2.6
O=C1OC(/C(=C\NCc2ccccc2)[N+](=O)[O-])c2ccccc21 (centres undefined),4,-3,nt,-3,nt,-4,nt,1.3,nt,-0.9
O=C(NCc1ccccc1)C(=O)NCC1OCCCN1S(=O)(=O)c1cccs1 (centres undefined),nt,2,1,-4,-2,-4,1,-0.5,0,-2.0
CSCCC(NC(=O)c1ccc([N+](=O)[O-])cc1Cl)C(=O)OC1CCCCC1=O (centres undefined),11,-5,-5,-2,-2,nt,-7,-0.1,-1,-1.4
Cc1cc(O)c(C(=O)/C=C/c2ccc(C(C)C)cc2)c(=O)o1,-11,1,10,4,-16,-3,6,2.9,-5,-2.0
CCOC(CNC(=O)CN1C(=O)COc2ccc(S(=O)(=O)N3CC(C)CC(C)C3)cc21)OCC (centres undefined),25,9,3,-1,-7,nt,-3,-0.9,-2,0.1
CCN1CCN(c2ccc(S(=O)(=O)N3CCOCC3)cc2NC(=O)c2ccc(Cl)s2)CC1,23,11,-8,-2,-17,-5,0,-1.6,3,-2.6
Cc1cc(C(=O)NN=C2CCCC2)c2ccccc2n1,12,1,2,2,-8,-4,-6,0.9,-1,-3.5
Cc1ccc(C2NC(=O)NC(O)(C(F)(F)F)C2C(=O)c2ccccc2)o1 (centres undefined),2,-1,3,0,-5,1,-7,-0.2,0,nt
Cc1cc(C(=O)Nc2ncc(C)s2)c2ccccc2n1,-43,-3,-3,0,0,3,0,-1.2,0,-0.4
COc1cc(/C=N/NC(=O)CCN2CCN(C)CC2)cc2c1OCO2,6,-1,-1,2,-10,1,-3,1.2,1,-2.5
CCOC(=O)c1sc(NC(=O)c2sccc2C)cc1C,-57,-4,-5,2,8,-4,4,-0.4,-4,-2.9
COc1ccccc1NC(=O)C(=O)N/N=C/c1ccc([N+](=O)[O-])s1,-11,nt,-7,-1,6,-3,-11,0.0,-1,-2.1
COc1ccccc1C(=O)N1C(CC(=O)Nc2ccc(C)c(C)c2)C(=O)NC2CCCCC21 (centres undefined),28,12,-3,1,-3,nt,-4,-1.7,1,-0.3
Cc1cc2c(cc1C)N(C(=O)CSC1=NCCS1)C(C)(C)c1ssc(=S)c1-2,-35,-11,3,-4,6,nt,-14,-0.7,21,-1.7
CC1=C(C(=O)OCc2ccccc2)C(c2ccc(Cl)cc2)NC(=O)N1C (centres undefined),-14,-1,-5,3,-7,2,-1,1.5,1,-0.9
O=S(=O)(c1ccc(F)cc1)N1CCN(CC(O)COCC2CCCO2)CC1 (centres undefined),8,-6,5,4,0,-3,-12,0.0,1,-2.0
Cc1ccccc1-n1c(=O)n(Cc2ccccc2)c(=O)c2[nH]cnc21,-1,-1,-1,-1,-2,-5,8,0.9,0,0.3
# Next section:
SMILES,SR-BI uptake up,Rtt109 HAT inh,cardiac RTF act,Keap1-Nrf2 PPI,Cardiac RTF inh,CAL PDZ FP-1,PKA-R2B act,C-LANA FP,DAGLB inh,CAL PDZ FP-2
COc1cc(OC)cc(C(=O)OCC(=O)N(C)c2ccccc2)c1,-19,-5,-9,1,-6,-2,-2,-0.9,-5,-1.7
CNC(=S)N/N=C/c1cn(CCOc2ccc(OC)cc2)c2ccccc12,-78,11,1,8,-14,-4,-3,-1.4,4,-1.8
C=CCOc1ccc(C2C(C(=O)c3ccco3)=C(O)C(=O)N2Cc2cccnc2)cc1 (centres undefined),2,-5,15,2,-16,nt,-2,-0.4,2,-2.6
CCOC(=O)C(Cc1ccccc1)c1ccnc2nc(N)nn12 (centres undefined),0,-7,-3,3,-1,nt,-2,-1.0,1,-1.2
CCOC(=O)CSc1nnc(CNC(=O)c2ccc(OC)c(OC)c2)n1C,20,-1,-3,-1,-2,-2,-7,0.2,-3,nt
O=C(CSc1nnc(SCc2ccccc2)s1)N/N=C/C=C/c1ccco1,28,-3,1,5,-1,-3,-10,0.0,7,-0.2
CCCCNC(=S)NCCN1CCN(C(=S)NCCCC)CC1,-10,4,1,-2,-3,-2,2,-1.5,-1,-0.7
COC(=O)/C(C#N)=C/c1c(N2CCN(c3cccc(Cl)c3)CC2)nc2c(C)cccn2c1=O,-22,-1,-3,1,-11,-3,-2,-2.7,2,-0.1
Cc1cc(C)nc(Sc2nc(C)nc3c2oc2ccccc23)n1,-14,0,-1,-2,-2,-2,-9,1.9,-2,-1.3
O=C1NC(c2ccc(-c3ccccc3[N+](=O)[O-])o2)C(C(=O)c2ccccc2)C(O)(C(F)(F)F)N1 (centres undefined),1,18,-1,5,-19,-1,4,1.4,0,-2.6
Cc1ccc(S(=O)(=O)CCC(=O)Oc2ccc3c(C)cc(=O)oc3c2)cc1,18,-79,-1,-9,-1,-1,5,-1.1,-3,-3.5
COC(=O)c1cccc(N/C=C(\[N+](=O)[O-])S(=O)(=O)c2ccccc2)c1,16,4,-3,1,-4,-1,3,0.1,0,nt
OCCC1CN(Cc2cc3ccccc3o2)CCN1Cc1ccc(F)cc1 (centres undefined),-17,-4,-4,-1,1,0,-3,0.4,0,nt
Cc1ccc(-n2nc(C)c3c(C(=O)OCC(=O)N(C)C4CCS(=O)(=O)C4)cc(-c4ccccc4)nc32)cc1 (centres undefined),-70,10,-4,-4,8,-4,-4,1.7,-2,-3.3

# Looked up above:
# Cc1cc(C)nc(Sc2nc(C)nc3c2oc2ccccc23)n1 in Keap1-Nrf2 PPI has -2
# COc1cc(OC)cc(C(=O)OCC(=O)N(C)c2ccccc2)c1 in Rtt109 HAT inh has -5
